Compound activity (PubChem BioAssay)
S1P4 antag: antagonists of human S1P4 receptor | inhibition, % at 4.98 µM | O95977 | AID 1510 | 220,000 compounds, 0.26% hits | S1P4-expressing cells, antagonist mode, reporter read-out; in the data active means inhibition above about 29%;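 further: 0% = wells stimulated with agonist and 100% = vehicle wells without agonist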
Ba/F3 V617F tox: loss of viability in JAK2V617F-driven Ba/F3 cells; Ba/F3 EpoR-JAK2V617F viability, ATP luminescence; inhibition, % at 5.6 µM; 220,000 compounds, 1.1% hits; AID 1446;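 active means inhibition above the campaign mean plus 3 SD over all tested compounds, cut at about 24% in these data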;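 further: cytokine-independent growth of Ba/F3 cells driven by EpoR plus mutant JAK2; 0% = DMSO-treated cells and 100% = JAK inhibitor I control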
p47phox inh: blocks human p47phox regulatory protein of NADPH oxidases. p47phox/p22phox peptide binding, fluorescence polarization, 2 h. P14598. inhibition, % at 24.7 µM. 220,000 compounds, 0.53% hits. AID 1274;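 active means inhibition above about 30%, limit read from the data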;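 further: 0% = p47phox with labelled peptide and 100% = labelled peptide alone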
NPY Y1 blocker: antagonists of human neuropeptide Y receptor Y1. HEK293-CNG Y1 cells, membrane potential fluorescence; NPY at EC95, then isoproterenol. inhibition, % at 3.6 µM. 200,000 compounds, 1% hits. AID 1040. P25929;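 active means inhibition above the campaign mean inhibition of all tested compounds plus 3 SD, cut at about 20% in these data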;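 further: 0% = DMSO wells given NPY plus isoproterenol and 100% = isoproterenol alone without NPY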
Target sequence (P25929 whole entry, looked up): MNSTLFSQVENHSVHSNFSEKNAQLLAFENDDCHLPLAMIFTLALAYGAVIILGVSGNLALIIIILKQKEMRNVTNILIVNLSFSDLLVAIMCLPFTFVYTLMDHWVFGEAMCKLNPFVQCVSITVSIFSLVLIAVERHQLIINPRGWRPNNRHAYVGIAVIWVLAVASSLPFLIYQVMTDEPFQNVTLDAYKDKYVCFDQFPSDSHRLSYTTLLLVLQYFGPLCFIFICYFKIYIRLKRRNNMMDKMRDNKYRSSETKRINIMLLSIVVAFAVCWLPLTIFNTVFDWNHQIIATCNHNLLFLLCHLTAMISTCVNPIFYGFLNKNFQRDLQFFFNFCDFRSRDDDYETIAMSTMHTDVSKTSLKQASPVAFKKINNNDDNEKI
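Material: HEK293 Y1/CNG channel cell line; also added: NPY (25 nM), isoproterenol (1 µM), Ro 20-1724 (25 µM); doses: one concentration, 3.6 µM, in 0.4% DMSO; schedule: compound incubation 1 h at room temperature, readout 45 min post-stimulation; technique: membrane potential fluorescence; measure: fluorescence ratio normalized to % inhibition between controls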
BaF3 parental: parental Ba/F3 viability inhibition as JAK2V617F counter-screen | 220,000 compounds, 1.1% hits | inhibition, % at 5.6 µM | CellTiter-Glo ATP luminescence;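 active means inhibition above a per-campaign cutoff, the mean inhibition of all tested compounds plus 3 SD, cut at about 27% in these data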;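 further: 0% = DMSO wells and 100% = JAK Inhibitor I control wells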
CHOP inh: inhibitors of CHOP induction in ER stress response; AID 2732; CHO-K1 CHOP-promoter luciferase, tunicamycin-induced, 15-18 h; inhibition, % at 10 µM; 220,000 compounds, 3.8% hits;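 active means compounds that reduced the stress-induced luciferase reporter signal by more than about 70% of percent inhibition, limit read from the data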;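 further: 0% = tunicamycin plus vehicle and 100% = wells without tunicamycin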
NPY1 pot ag: human NPY-Y1 potentiation or agonism, primary screen. P25929. NPY-Y1 expressing cells, potentiator/agonist activation. activation, % at 3.6 µM. 220,000 compounds, 0.37% hits. AID 1304; in the data active means activation above about 33%, passing the limit was not always enough;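 further: cells stimulated with NPY at EC10 then isoproterenol at EC100; 0% = low agonist plus stimulus and 100% = saturating agonist plus stimulus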
NPY2 pot ag: potentiators or agonists of human neuropeptide Y receptor Y2. P49146. cells expressing NPY-Y2, potentiator/agonist read-out. activation, % at 3.6 µM. 220,000 compounds, 0.45% hits; in the data active means activation above about 27%;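 further: cells stimulated with NPY near EC25 plus isoproterenol at EC100; 0% = vehicle plus submaximal agonist and 100% = vehicle plus saturating agonist; some results beyond the cut were filed as inactive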
Target sequence (P49146 whole entry, looked up): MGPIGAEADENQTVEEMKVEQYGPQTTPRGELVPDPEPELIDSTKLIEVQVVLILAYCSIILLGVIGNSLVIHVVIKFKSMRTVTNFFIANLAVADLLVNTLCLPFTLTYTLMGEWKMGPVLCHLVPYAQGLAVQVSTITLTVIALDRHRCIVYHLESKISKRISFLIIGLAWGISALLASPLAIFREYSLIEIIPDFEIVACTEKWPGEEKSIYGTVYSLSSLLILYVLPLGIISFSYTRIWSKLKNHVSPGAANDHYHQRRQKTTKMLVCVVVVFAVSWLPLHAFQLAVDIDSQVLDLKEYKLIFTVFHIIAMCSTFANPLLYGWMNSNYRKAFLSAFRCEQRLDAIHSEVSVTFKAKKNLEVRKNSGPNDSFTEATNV
S1P4 ag: human S1P4 receptor agonism. O95977. S1P4-expressing cell line, agonist reporter assay. activation, % at 4.98 µM. 220,000 compounds, 0.35% hits; in the data active means activation above about 11%;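 further: 0% = DMSO vehicle and 100% = reference agonist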
Starred values were filed as active, the others as inactive; . = no result given.

SMILES	S1P4 antag	Ba/F3 V617F tox	p47phox inh	NPY Y1 blocker	BaF3 parental	CHOP inh	NPY1 pot ag	NPY2 pot ag	S1P4 ag
O=C(COc1ncnc2cc([N+](=O)[O-])ccc12)NC1CCCCC1	1	-2	-9	.	-2	-13	10	13	-0.3
Nc1nc(NCc2ccco2)nc(N2CCN(Cc3ccccc3)CC2)c1[N+](=O)[O-]	-7	-2	-3	.	1	4	25	0	0.8
O=C(CCc1ccccc1)Nc1ncn[nH]1	-17	4	-4	-4	4	-21	-14	-13	1.5
Nc1ccc(C(=O)Nc2ccc(Nc3ccncc3)cc2)cc1	10	4	3	.	3	4	-10	7	-0.7
CS(=O)(=O)Nc1ccc(C(=O)Nc2ccc3c(c2)OCO3)cc1	-24	-3	-1	0	-3	-28	20	12	0.8
CCOC(=O)c1c(NC(=O)C2=C(C)NC(=S)NC2c2ccccc2C(F)(F)F)sc(C)c1C (stereo not given)	-9	-1	-27	3	7	60	-8	-3	-0.8
CN1CCN(S(=O)(=O)c2cccs2)CC1	-4	-1	3	-4	0	-11	-14	-6	-1.0
Cc1c([N+](=O)[O-])cc(C(=O)Oc2ccc(Br)cc2C(=S)N2CCCCC2)cc1[N+](=O)[O-]	-13	2	-7	1	5	32	-2	8	1.6
O=C(NCCc1ccncc1)Nc1ccc(Cl)cc1	-22	4	-6	3	5	5	-14	-12	0.5
O=C(CN1CCCc2ccccc21)N/N=C/c1ccc(O)cc1O	-4	-3	-17	1	4	54	1	8	1.1
COc1ccc(C2CC(c3ccccc3OC(C)=O)=NN2C(C)=O)cc1 (stereo not given)	-2	-4	-9	.	1	-1	20	-1	2.2
CCOC(=O)c1sc(/N=C/N(C)C)nc1C	-2	-3	-4	1	1	1	-2	3	0.1
COc1ccccc1NC(=O)N(CCN1CCOCC1)Cc1cc2cc(C)cc(C)c2[nH]c1=O	-5	2	1	7	9	4	0	12	4.0
Cc1cccc(C)c1OCC(=O)Nc1ccccc1C(F)(F)F	-1	5	0	-1	4	8	1	6	1.2
Cc1ccc(-n2c(-c3cnccn3)n[nH]c2=S)c(Br)c1	-19	-2	-12	0	7	-13	5	6	1.8
COC(=O)c1ccc(CN2CCN(CC=C(C)C)C(CCO)C2)cc1 (stereo not given)	-12	0	-11	2	4	7	-5	3	1.0
Cc1cccn2c(CNC3CCCc4ccccc43)c(C(=O)N3CCCCC3)nc12 (stereo not given)	-23	5	-1	24*	7	32	-5	-24	-0.8
COc1ccc(CCC(=O)NC(C)C)cc1	-21	-4	-7	2	-3	16	-1	9	0.8
Cc1cccc(S(=O)(=O)c2c(N)n(/N=C/c3ccccc3)c3nc4ccccc4nc23)c1	-14	-1	-18	-1	5	11	-1	-1	1.0
C/C(=N/NC(=O)C1CCCCC1)c1ccc([N+](=O)[O-])cc1	-16	0	-10	-1	6	9	8	-3	0.3
CCCN1C(=O)/C(=C/C=C2\N(CC)c3ccccc3C2(C)C)SC1=S	-3	4	-218	4	4	54	7	2	-1.2
O=C(NCc1ccc2c(c1)OCO2)c1cccnc1Cl	-23	2	-30	5	3	-3	-2	-9	2.1
CCC1CCCCN1C(=O)COc1cccc2c1CCN(C)C2=O (stereo not given)	-25	-1	-8	-3	8	0	11	9	2.5
COc1cccc(NC(=O)Nc2nnc(CC(=O)Nc3ccccc3)s2)c1	-19	-2	-33	.	-4	19	22	21	-1.2
Cc1sc2ncnc(OCC(=O)N3CC(=O)Nc4ccccc43)c2c1C	-11	-1	-3	-1	4	-15	-1	-10	0.3
COc1cc2cccc(OC)c(=O)c2c(O)c1OC	-26	-2	-1	3	4	-50	-2	-5	0.7
COc1cc(NS(=O)(=O)c2ccc(NC(C)=O)cc2)nc(OC)n1	1	2	3	2	3	30	-22	-8	1.5
Cc1cc(C)cc(OCC(=O)Nc2cccc(-c3nc4ncccc4o3)c2)c1	-5	-3	6	2	1	68	2	9	-1.7
Cc1ccc(OC(C)C(=O)N2CCCc3ccccc32)cc1 (stereo not given)	-5	5	-13	-1	9	57	-15	-1	1.8
CCCn1c(SCC(=O)NCc2ccco2)nnc1C(C)C	-50	-3	-14	-1	1	-25	11	14	1.7
CCN(CC)S(=O)(=O)c1ccc(/C=C/C(=O)Nc2ccccc2N2CCOCC2)cc1	1	1	-8	.	2	12	2	-10	-0.4
CCN(CC)c1ccc(/C=N/NC(=O)Cc2cccs2)c(O)c1	-23	1	-5	3	8	59	-3	9	1.6
Cc1cc(C)n(-c2ccc(C(=O)OCC(=O)Nc3ccc(Cl)cc3[N+](=O)[O-])cc2)n1	-1	-6	-11	-4	4	17	-7	4	1.0
Cn1c(-c2sc3cc(C(F)(F)F)cnc3c2-c2cccs2)n[nH]c1=S	-10	0	-3	5	2	14	-18	3	0.7
C[C@@H](NC(=O)c1nc[nH]c1C(=O)N[C@@H](CCCCNC(=O)OC(C)(C)C)C(=O)OC(C)(C)C)c1ccccc1	-2	8	.	-5	-1	-6	-7	3	0.5
O=C(Nc1ccc(Cl)cc1)c1csc(Cc2ccccc2)n1	-15	-1	-15	8	2	67	-25	-24	1.9
Cc1ccccc1NC(=O)CSCc1nc(N)nc(Nc2ccccc2C)n1	-7	-3	1	3	4	-9	14	6	3.6
Cc1ccc(/C=C/C(=O)N2CC(C)CC(C)C2)o1 (stereo not given)	11	-2	-3	5	2	18	-4	-8	-1.3
COC(CNC(=O)c1c[nH]c2ccc(S(=O)(=O)N3CCC4(CC3)OCCO4)cc2c1=O)OC	1	4	5	2	4	-11	-2	3	0.3
Cc1ccc(NC(=O)C(NC2CCCc3ccccc32)c2ccccc2)cc1Cl (stereo not given)	-20	0	-17	5	6	38	-17	9	1.9
CCn1c2ccccc2c2cc(/C=N/NC(=O)c3ccccc3)ccc21	-16	2	0	4	2	7	-50	-16	-1.0
CCN(c1ccc(F)cc1)S(=O)(=O)c1ccc2[nH]cc(C(=O)NCCCN3CCOCC3)c(=O)c2c1	4	1	0	-1	0	-3	-7	-7	-1.2
COc1ccccc1[C@@H]1C(c2cccc(Cl)c2)=NN(c2ccc(Br)cc2)[C@H]1C(=O)N1CCOC1=O	6	4	2	1	8	-26	-8	11	2.4
CCn1c(C)cc2c(c1=O)C(c1ccncc1)C(C#N)=C(N)O2 (stereo not given)	-8	0	-18	1	5	12	2	11	0.6
CSC(SC)=C(C(C)=O)C(=O)c1ccc(C)cc1	-10	-1	-7	2	5	-12	0	4	1.4
S=C(NCc1ccco1)N1CCN(c2ccccc2Cl)CC1	-12	1	1	-4	6	8	-1	-4	1.2
O=C(C[n+]1cn(C(F)F)c2ccccc21)c1ccc(Br)cc1	4	-4	-5	2	-4	101*	10	12	-0.6
Cc1cc(Cl)ccc1Oc1nc(-c2ccc(F)cc2)ccc1C#N	-17	2	-2	5	8	24	-28	-6	1.7
O=C(Nc1cccc2c1CCCC2)c1ccc(Cl)c([N+](=O)[O-])c1	-11	-3	-12	4	3	21	13	13	0.3
O=C(Cc1ccccc1)Nc1nnc(SCC(=O)NC2CCCC2)s1	0	1	-1	1	5	11	-6	-9	0.3
Cc1noc(C(=O)NCc2ccco2)c1Cl	-11	-5	-6	3	3	13	-4	-6	1.3
Cc1ccc(NC(=O)c2ccc(S(=O)(=O)N3CCCCC3)cc2)cc1	-1	-3	-5	2	3	35	23	5	-1.2
O=C(C1CCCN(CCCc2ccccc2)C1)N1CCCCCC1 (stereo not given)	-4	-2	1	0	3	17	19	-1	1.4
CCOc1ccc(NC(=O)CN(C)S(=O)(=O)c2cnc[nH]2)cc1	-19	2	-2	-4	5	16	12	6	0.9
CCCCN1CC(O)=C(c2nc3ccccc3s2)C1=N	0	-3	-4	2	-2	-13	19	5	-1.4
N#Cc1ccc(C(=O)Nc2cc(S(=O)(=O)Nc3ccc(Cl)cc3)ccc2N2CCCCC2)cc1	-7	-4	-14	-3	0	46	-2	4	-2.4
c1ccc2c(c1)OCC(c1nnc3n1-c1ccccc1SC3)O2 (stereo not given)	-6	-3	-13	-1	0	2	-17	3	2.7
Cc1cccc(N2CCN(CC(O)COc3ccc(Cl)cc3)CC2)c1 (stereo not given)	-20	-3	-3	.	-1	47	-14	-69	-2.4
COc1ccccc1NC(=O)N(c1c(N)n(Cc2ccccc2)c(=O)[nH]c1=O)C1CCCC1	1	1	-16	-4	5	-12	-11	-32	0.2
COc1ccc(Nc2cc(Cl)ccc2C(=O)O)cn1	1	-1	-12	.	-9	10	9	-22	-0.1

(list continues)
SMILES	S1P4 antag	Ba/F3 V617F tox	p47phox inh	NPY Y1 blocker	BaF3 parental	CHOP inh	NPY1 pot ag	NPY2 pot ag	S1P4 ag
Cc1ccc(C(=O)NNC(=O)C2CCN(S(=O)(=O)c3ccc(Cl)cc3)CC2)cc1	5	-1	-11	5	2	30	19	0	0.2
COc1ccc(NC(=O)CC2C(=O)N(Cc3ccco3)C(=S)N2C(C)C)cc1 (stereo not given)	5	-2	-12	1	3	0	11	20	2.6
CN1/C(=C/C(=O)c2ccc(Cl)cc2)Sc2cc3c(cc21)OCO3	-12	2	5	-5	6	-23	32	23	-0.9
Nn1c(SCCOc2ccc(Cl)cc2)nnc1-c1cccnc1	-21	5	-10	2	3	-2	-4	-2	0.6
CCOC(=O)C1=C(C)Nc2ncnn2C1c1c[nH]c2ccccc12 (stereo not given)	2	-1	-4	-2	6	-24	12	-2	-0.8
CC(=O)C1=C(C)NC(SCC(=O)c2ccc(F)cc2)=C(C#N)C1c1ccco1 (stereo not given)	0	-1	-18	-8	5	36	-20	-12	-0.1
COc1ccccc1NC(=O)Cc1nn(C)c(=O)c2ccccc12	-9	4	17	-2	13	.	4	8	-2.1
O=C(O)c1ccc(N=NN2CCCCC2)cc1	-16	-3	-1	1	3	-38	10	-3	0.1
CNC(=S)NN(C)c1nc(C)cc(C)n1	-9	1	-8	1	2	3	-10	-1	0.2
COC(=O)c1ccccc1NC(=O)c1ccc2c(c1)C(=O)N(Cc1ccco1)C2=O	-15	-3	.	-2	3	.	-9	-8	2.9
CNC(=O)c1cccn1-c1ccsc1C(=O)OC	-8	3	-1	-1	5	-8	-16	3	-0.4
CCCN1CCCc2cc(CN)ccc21	-7	63*	30	6	63*	28	-3	-1	-1.8
O=C(COc1ccccc1)NCC(=O)N/N=C/c1cc(Br)ccc1OCc1ccccc1	-10	0	-18	1	4	39	-49	-5	1.8
CC(=O)Nc1ccc(S(=O)(=O)Oc2cccc(/C=N/N=C3/NC(=O)C(CC(=O)O)S3)c2)cc1 (stereo not given)	-13	3	-9	11	9	9	-1	0	-1.8
COc1ccc(/C=C/C(=O)OCC(=O)Nc2ccc(Cl)cn2)cc1	-8	2	-55	2	8	32	-2	-14	1.2
O=C(N[C@@H](Cc1c[nH]c2ccccc12)C(=O)O)c1ccc(Cl)cc1	1	0	-12	1	2	58	11	-2	0.2
N#Cc1c(Nc2ccc(F)cc2)sc(C(=O)c2ccc(F)cc2)c1N	-11	1	-15	-1	0	76*	-2	5	2.0

3 records picked at random from those above:
SMILES	S1P4 antag	Ba/F3 V617F tox	p47phox inh	NPY Y1 blocker	BaF3 parental	CHOP inh	NPY1 pot ag	NPY2 pot ag	S1P4 ag
COc1ccc(C2CC(c3ccccc3OC(C)=O)=NN2C(C)=O)cc1 (stereo not given)	-2	-4	-9	.	1	-1	20	-1	2.2
Cc1ccc(OC(C)C(=O)N2CCCc3ccccc32)cc1 (stereo not given)	-5	5	-13	-1	9	57	-15	-1	1.8
O=C(NCCc1ccncc1)Nc1ccc(Cl)cc1	-22	4	-6	3	5	5	-14	-12	0.5
